Screens as filed in PubChem BioAssay.
RGS12 GoLoco inh – qHTS Assay for Inhibitors of RGS12 GoLoco Motif Activity (Red Fluorophore) | Gai1:RGS12 GoLoco peptide FP, rhodamine, 10 min | Potency, µM (doses to about 61.6 µM), without a hit: at the highest dose activity, negative = inhibition, usual class: inhibitors | 230,000 compounds, 0.44% hits; active = well fitted inhibition curve with a large enough effect, not every such curve was filed as active; inactive = no such curve, though single readings can be large or run the other way; also: % is scaled to controls: 0 for no effect and ±100 for the full control effect; nearly all actives have a fitted effect of over 30% in size; many of its hits are not listed in these tables
Target sequence (P63096 whole entry, looked up): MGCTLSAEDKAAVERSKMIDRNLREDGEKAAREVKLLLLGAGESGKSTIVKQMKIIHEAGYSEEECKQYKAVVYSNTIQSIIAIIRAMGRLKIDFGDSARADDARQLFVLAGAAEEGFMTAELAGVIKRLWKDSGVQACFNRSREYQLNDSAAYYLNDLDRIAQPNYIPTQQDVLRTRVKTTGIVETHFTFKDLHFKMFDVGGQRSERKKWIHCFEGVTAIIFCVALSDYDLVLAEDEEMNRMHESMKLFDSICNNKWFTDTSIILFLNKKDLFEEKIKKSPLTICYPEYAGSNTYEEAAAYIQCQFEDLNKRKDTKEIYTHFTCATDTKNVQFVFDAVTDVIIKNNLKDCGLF
TRb SRC2 PPI – qHTS for Inhibitors of the Interaction of Thyroid Hormone Receptor and Steroid Receptor Coregulator 2; Thyroid hormone receptor beta (Homo sapiens), P10828; TRbeta-SRC2 peptide binding, fluorescence polarization; receptor liganded with 1 µM T3; Potency, µM (highest dose often 106 µM), inactives show at the top dose activity change, negative = inhibition, usual class: inhibitors; 280,000 compounds, 0.065% hits; AID 1469, 2008;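 also: plate controls were bound peptide for no effect and peptide without receptor for full effect; nearly all actives have a fitted effect of over 50% in size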
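Assay buffer: 20 mM Tris-HCl, 100 mM NaCl, 10% glycerol, 1 mM EDTA, 0.01% NP-40, 1 mM DTT, 1 uM T3, 5% DMSO; TRb LBD 0.6 uM, Texas Red SRC2 20 nM; FP after 5 hr.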
TexasRed fluor – Total Fluorescence Counterscreen for Inhibitors of the Interaction of Thyroid Hormone Receptor and Steroid Receptor Coregulator 2 | 280,000 compounds, 0.29% hits | AID 1479, 2009 | Potency, µM (series often up to 106 µM), inactives show at the highest dose fluorescence change, negative = quenching | TRb/SRC2 Texas Red total fluorescence interference; active = well fitted curve in either direction with a large enough effect; inconclusive = small, poorly fitted or top-dose-only effect; also: % is scaled to controls: 0 for no effect and ±100 for the full control effect
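Human TRβ ligand-binding domain (0.6 uM) and Texas Red SRC2 peptide (20 nM) in Tris buffer with 1 uM T3 and 5% DMSO were incubated with pinned compound for 5 hr at ambient temperature. Total fluorescence was computed as S + 2P (555/632 nm).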
RECQ1 inh – qHTS Assay for Inhibitors of RecQ-Like Dna Helicase 1 (RECQ1) | ATP-dependent DNA helicase Q1 (Homo sapiens), P46063 | RECQ1 DNA unwinding, red fluorescence kinetic read | Potency, µM (top dose mostly 57.3 µM), inactives show top-dose activity, negative = inhibition, hits mostly inhibitors | 240,000 compounds, 0.54% hits | AID 2549, 2010;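 also: plate controls were vehicle for no effect and no enzyme for full effect; nearly all actives have a fitted effect of over 30% in size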
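RECQ1T1 50 nM; forked duplex (20 bp + 30-nt ss tails) 200 nM, ATP 2 mM final; pH 8.0, 2 mM MgCl2, 2.5 ug/ml poly(dI-dC); 15 min compound preincubation; discontinuous kinetic read over 2 h at RT.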
KDM4E inh – qHTS Assay for Inhibitors of Human Jumonji Domain Containing 2E (JMJD2E) | JMJD2E catalytic domain, FDH-coupled NADH fluorescence (FDH is formaldehyde dehydrogenase) | Potency, µM (series often up to 57.1 µM), for inactives: top-dose activity change, negative = inhibition, most hits filed as inhibitors | 230,000 compounds, 1.6% hits; active = well fitted inhibition curve with a large enough effect, not every such curve was filed as active; inconclusive = small, poorly fitted or top-dose-only effect, or another doubt; inactive = no such curve, though single readings can be large or run the other way;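 also: 0% = wells with enzyme and -100% = buffer wells without enzyme; nearly all actives have a fitted effect of over 50% in size; many of its hits are not listed in these tables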
LMNA splice mod – qHTS Assay for Modulators of Lamin A Splicing; AID 1487, 2009; Potency, µM (doses to about 46.1 µM), inactives show top-dose ratio change, negative = inhibition, actives largely listed as inhibitors; 200,000 compounds, 0.01% hits; HeLa LMNA splicing GFP/RFP minigene ratio, 48 h; active = well fitted inhibition curve with a large enough effect in the signal ratio, with a control signal flat, not every such curve was filed as active; inconclusive = small, poorly fitted or top-dose-only effect, or effect the other way, or a change in a side signal; the % refers to the signal ratio; also: % is scaled to controls: 0 for no effect and ±100 for the full control effect
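S3 HeLa cells stably expressing lamin A-EGFP splicing minigene plus DsRed2, 600 cells/well, 48 h compound exposure at 37C. Laser-scanning cytometry; analysed as GFP (500-530 nm)/RFP (575-640 nm) total intensity ratio; 0.5% DMSO vehicle.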
SMN2 splice up – qHTS Assay for Enhancers of SMN2 Splice Variant Expression; HEK293 SMN2-luciferase splicing reporter, luminescence, 30-36 h; Potency, µM (top dose mostly 46.1 µM), without a hit: at the top dose activity change, positive = activation, hits mostly activators; 210,000 compounds, 2.8% hits; AID 1458, 2008; also: % of control where 0% means no effect; nearly all actives have a fitted effect of over 55% in size
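qHTS luciferase splicing reporter: luminescence rises when SMN2 exon 7 is included in transfected HEK293 cells. Compound exposure lasted 30-36 h at 37C, with 4.5 mM final sodium butyrate as control, followed by a ONE-Glo read.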
ALDH1A1 block – qHTS Assay for Inhibitors of Aldehyde Dehydrogenase 1 (ALDH1A1); 220,000 compounds, 7.3% hits; Potency, µM (series often up to 75.3 µM), for inactives: top-dose activity, negative = inhibition, most hits filed as inhibitors; Purified ALDH1A1, NADH fluorescence, propionaldehyde substrate; Aldehyde dehydrogenase 1A1 (Homo sapiens), P00352; AID 1030, 2008; active = well fitted inhibition curve with a large enough effect, not every such curve was filed as active; inconclusive = small, poorly fitted or top-dose-only effect, or another doubt; inactive = no such curve, though single readings can be large or run the other way;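 also: plate controls were no enzyme wells and a reference inhibitor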
Target sequence (P00352 whole entry, looked up): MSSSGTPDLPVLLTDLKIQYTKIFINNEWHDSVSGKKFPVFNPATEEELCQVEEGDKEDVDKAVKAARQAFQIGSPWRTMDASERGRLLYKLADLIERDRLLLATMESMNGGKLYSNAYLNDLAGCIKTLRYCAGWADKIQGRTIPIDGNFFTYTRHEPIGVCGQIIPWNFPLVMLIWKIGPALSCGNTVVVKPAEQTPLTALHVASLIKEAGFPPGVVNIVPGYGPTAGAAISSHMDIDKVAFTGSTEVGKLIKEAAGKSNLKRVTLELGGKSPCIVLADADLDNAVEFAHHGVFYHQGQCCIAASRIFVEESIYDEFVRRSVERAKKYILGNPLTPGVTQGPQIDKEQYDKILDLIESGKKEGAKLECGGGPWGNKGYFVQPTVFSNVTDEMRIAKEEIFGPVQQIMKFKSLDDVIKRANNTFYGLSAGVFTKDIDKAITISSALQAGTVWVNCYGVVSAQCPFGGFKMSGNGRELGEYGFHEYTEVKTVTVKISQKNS
Numbers without * were called inactive; i = inactive; ? = inconclusive; / = no result given; & = joins results of further samples; [ ] = dose if it differs, or a comment. Unless noted, calls follow the shape of the dose curve; as a rule, active = well fitted curve in the direction sought with a large enough effect; inconclusive = small, poorly fitted or top-dose-only effect, or another doubt; inactive = no such curve, though single readings can be large; an effect the other way counts as inactive or inconclusive. Potency is read from the fitted curve at half-maximal effect. A portion of the library. The share of hits here may be higher or lower than overall.

SMILES | RGS12 GoLoco inh | TRb SRC2 PPI | TexasRed fluor | RECQ1 inh | KDM4E inh | LMNA splice mod | SMN2 splice up | ALDH1A1 block
CC(=O)NC1CC(C)(C)N(OC(C)=O)C(C)(C)C1 | 5% | 9% | -1% | 0% | 6% | 7% | 22% | -15%
Cc1ccc(S(=O)(=O)N2CC(O)CC2C(=O)OCc2nc3sc(C)c(C)c3c(=O)[nH]2)cc1 (stereo not drawn) | -71% | -12% | -1% | -3% | -21% | -14% | 3%[1.84 µM] | ?
CCOC(=O)N1CCN(C(=O)c2n[nH]c(=O)c3ccccc23)CC1 | 8% | -9% | 0% | -7% | 1% | -9% | -13% | -3%
CC1CCN(S(=O)(=O)c2cccc(-c3csc(-c4cccnc4)n3)c2)CC1 | 17% | 4% | 1% | -13% | -16% | 1% | -16% | ?
CCCNC(=O)CSc1nc2[nH]ncc2c(=O)[nH]1 | 3% | 5% | 0% | -12% | -11% | 8%[46 µM] | 2% | 3%
COc1ccc(Cl)cc1NC(=O)NC1CCCCC1 | 0% | -10% | -3% | -1% | 12% | -1% | -6% | -22%
O=C(CSc1nc2c(c(=O)n1-c1ccccc1)SCC2)N1CCN(c2ccccc2)CC1 | -3% | -7% | -2% | -2% | 0% | -3% | -23% | ?
O=C(NN=C1c2ccccc2-c2ccccc21)c1cccc(Br)c1 | 5% | -15% | 2% | -3% | -8% | -14% | 11% | 2%
CCOC(=O)/C(=C\c1c[nH]c2ccccc12)NC(C)=O | 5% | 2% | 2% | -6% | 12% | ? | -2% | ?
CCOC(=O)c1[nH]cnc1C(=O)Nc1cccc(N)n1 | -11% | -9% | -5% | 10% | 4% | -5% | 16% | -5%
COC(=O)C1=C(C)NC(=S)NC1c1ccc(-c2cccc(Cl)c2)o1 (stereo not drawn) | 19% | 3% | 1% | -21% | -14% | ? | -7% | 2µM*
CCNC(=O)N1CCN(C(=O)NCC)CC1 | -8% | -8% | -3% | i | -19% | / | 6% | -1%
O=C(Nc1nc2ccccc2s1)c1ccc(OCC2CCCO2)cc1 (stereo not drawn) | / | 11% | -1% | -6% | ? | ? | / | ?
CC[C@@H](C)C(NC(=O)OC(C)(C)C)c1cn([C@@H](Cc2ccc(O)cc2)C(=O)N2CCN(C(=O)OC(C)(C)C)CC2)nn1 (stereo partly drawn) | -3% | -5% | -1% | -12% | -1% | / | / | 1%
O=C(CCC(=O)N/N=C/c1cc(Cl)cc(Cl)c1O)NCc1ccccc1 | 24% | 8% | -2% | -6% | ? | 16%[46 µM] | / | -4%
O=C(COc1ccc2ccccc2c1)Nc1nccs1 | 42%[activator] | 1% | 3% | 2% | -16% | / | / | -4%
COc1ccc(/C=N/n2c(-c3cccs3)n[nH]c2=S)cc1 | 4% | -2% | -1% | 1% | -26% | -15% | -19% | -9%
NCCCCCC(=O)N/N=C/c1ccc2nccnc2c1 | 1% | 2% | -4% | -1% | -4% | / | / | /
COc1cc(/C=N/NC(=O)CCn2c3ccccc3c3ccccc32)ccc1O | 7% | 0% | 1% | -8% | -10% | ? | -34%[inhibitor] | -1%
Cn1nc(C(C)(C)C)cc1C(=O)NCc1ccc(N2CCCC2=O)cc1 | 10% | -2% | -6% | 2% | 5% | ? | / | 10%
O=C1N=C(N2CCOCC2)S/C1=C\C=C/c1ccccc1 | 0% | 9% | -9% | -3% | -5% | 0% | 0% | 1%
N#Cc1cn(CC(=O)NCc2cccnc2)c2ccccc12 | 2% | -8% | -2% | -1% | -1% | 1% | -13% | -1%
O=C(COC(=O)c1cc[n+]([O-])cc1)Nc1cccc(Cl)c1Cl | 10% | 5% | 1% | 0% | -4% | ? | -4% | -7%
C/C=C/C(=O)OCC(=O)NC(=O)NC(C)C | -11% | 2% | -2% | -16% | 4% | -4% | -7% | 3%
COc1ccc(CCNC(=O)CSc2nn(-c3ccccc3)c(=S)s2)cc1 | -4% | -4% | 1% | -2% | 0% | / | / | /

Later entries.
SMILES | RGS12 GoLoco inh | TRb SRC2 PPI | TexasRed fluor | RECQ1 inh | KDM4E inh | LMNA splice mod | SMN2 splice up | ALDH1A1 block
CC1Cc2ccccc2N1C(=O)C1CCCN1S(=O)(=O)c1ccc(Cl)cc1 (stereo not drawn) | 5% | -2% | -2% | -11% | 6% | 2% | -4% | 0%
CC(=O)Nc1ccc(N2CC(C)(C)C2=O)cc1 | -8% | 0% | 0% | i | 0% | 11%[46 µM] | 8% | 4%
Cc1ccccc1-n1c(SCC(=O)N2CCC(C(=O)O)CC2)nnc1-c1ccncc1 | 3% | 1% | -2% | -7% | 3% | / | -12% | 1%
NC1=NC(=O)/C(=C/c2cn(Cc3ccccc3)c3ccccc23)S1 | 124%[activator] | 13% | 10% | -5% | -1% | ? | -33%[inhibitor] | 1%
O=C(OCc1csc(-c2ccccc2)n1)c1ccc(O)cc1 | 8% | 4% | -1% | -11% | 8% | -14%[46 µM] | 21% | -3%
Cc1noc(C)c1C(=O)N1CCC(C(=O)c2ccc(F)cc2F)CC1 | 33%[activator] | -2% | -2% | -1% | 5% | / | / | 8%
CCCC(=O)Nc1ccc(OCC(O)CNC(C)C)c(C(C)=O)c1 (stereo not drawn) | -8%&3% | 3%&0% | -1%&-1% | -6%&-1% | ? | 2% | -13%&-11% | -2%&-3%
Cc1ccc(S(=O)(=O)NCCOc2nc(N3CCOCC3)nc(N3CCOCC3)n2)cc1 | -6% | -11% | -1% | -5% | 5% | 13% | -5% | 6%
CCCC(C(=O)NC1CCCC1)N(Cc1ccc2c(c1)OCO2)C(=O)c1snc(C(N)=O)c1N (stereo not drawn) | -7% | -3% | -6% | i | ? | -1% | -5% | 13µM*
COC(=O)CNC(=O)c1ccc(=O)oc1 | 8% | -1% | -9% | i | ? | 0% | ? | -3%
CC1(C)Cc2[nH]c(=O)c(C#N)cc2CS1 | / | -7% | 0% | -11% | ? | 2% | / | ?
COc1ccc(NC(=O)CSc2nnc(-c3ccccn3)n2N)c(OC)c1 | -1% | 2% | -1% | -2% | -1% | -6% | -14% | -4%
CCOC(=O)c1c(NC(=O)COC(=O)CNC(=O)c2ccco2)sc(C)c1C | -15% | 0% | 7% | -9% | 7% | ? | -8% | -16%
Fc1ccc(CNCCC(Cc2ccccc2)c2ccco2)cc1 (stereo not drawn) | -3% | 2% | -1% | -4% | 7% | / | / | /
CCOC(=O)C1=C(CC)Nc2ccccc2N/C1=N\S(=O)(=O)c1ccc(C(=O)OCC)cc1 | 13% | -2% | -2% | i | -3% | -3%[46 µM] | 10% | 8%
COCCCNC(=O)C1CCN(S(=O)(=O)N(CC(C)C)CC(C)C)CC1 | 0% | -8% | 0% | -13% | 3% | 1% | -22% | 12%
O=C1CN(C(=O)CSc2nc3ccccc3c(=O)n2Cc2ccc(F)cc2)c2ccccc2N1 | 80%[activator] | 10% | 3% | -8% | -8% | ? | -52%[inhibitor] | -7%
CCCC(=O)Nc1ccc(C(=O)N/N=C/c2cccnc2)cc1 | 7% | -16% | 2% | 13% | -1% | -4% | 27% | -2%
O=C(CN1C(=O)c2ccccc2S1(=O)=O)N1CCN(c2ccccc2)CC1 | 3% | 3% | -3% | -10% | -7% | 3% | ? | ?
COc1ccc(C(=O)C2CCN(C(=S)NCCc3ccccc3)CC2)cc1 | 4% | -1% | -1% | i | 2% | / | 7% | 6%
Cc1ccc(S(=O)(=O)N2CCC(=O)N(C(COCc3ccc(C(F)(F)F)cc3)Cc3ccccc3)CC2)cc1 (stereo not drawn) | 2% | 6% | -3% | -20% | -4% | ? | -21% | -6%
CC(C)C(=O)N/N=C/c1ccc(OCc2ccccc2)cc1 | 0% | -1% | -7% | -4% | 2% | 8% | -6% | 4%
CCC(=O)N1CCc2cc(S(=O)(=O)NC(C(=O)Nc3cccc(C)n3)C(C)C)ccc21 (stereo not drawn) | -4% | -4% | -2% | i | 6% | 3% | 2% | -2%
CCOc1ccc(-c2nnc(SCC(=O)N3CCN(c4ccccc4)CC3)o2)cc1 | 10% | 3% | -3% | -5% | 0% | -13% | 12% | 12%
CNC(=O)c1[nH]cnc1C(=O)N[C@@H](Cc1ccccc1)C(=O)OCc1ccccc1 | 3% | 2% | 0% | -19% | 1% | / | / | 8%
COc1ccc(NC(=O)N2CCCC(CNS(=O)(=O)c3cccs3)C2)c(C)c1 (stereo not drawn) | 13% | -1% | -1% | -11% | 1% | 12%[46 µM] | / | -3%
Clc1ccc(Nc2ncn[nH]2)cc1 | 4% | -1% | -4% | -7% | 2% | -1% | -2% | -1%

Part of the list above in order of molecular weight, largest number first:
SMILES | RGS12 GoLoco inh | TRb SRC2 PPI | TexasRed fluor | RECQ1 inh | KDM4E inh | LMNA splice mod | SMN2 splice up | ALDH1A1 block
COc1ccc(C(=O)C2CCN(C(=S)NCCc3ccccc3)CC2)cc1 | 4% | -1% | -1% | i | 2% | / | 7% | 6%
Fc1ccc(CNCCC(Cc2ccccc2)c2ccco2)cc1 (stereo not drawn) | -3% | 2% | -1% | -4% | 7% | / | / | /
O=C(OCc1csc(-c2ccccc2)n1)c1ccc(O)cc1 | 8% | 4% | -1% | -11% | 8% | -14%[46 µM] | 21% | -3%
CCCC(=O)Nc1ccc(C(=O)N/N=C/c2cccnc2)cc1 | 7% | -16% | 2% | 13% | -1% | -4% | 27% | -2%
